MCL1-BIM inh – inhibitors of human MCL1 binding to BIM-BH3 peptide; Q07820; GST-MCL1 / FITC-Bim-BH3 fluorescence polarization; inhibition, % at 10.9 µM; 320,000 tested, 0.68% active;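 active = inhibition above the mean inhibition of all tested compounds plus 3 SD, set per campaign, cut at about 40% in these data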;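 also: 0% = DMSO wells and 100% = unlabeled Bim-BH3 peptide control; higher means more loss of mP so more displacement of Bim peptide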
MEX-5 binding – C. elegans MEX-5 TCR-2 RNA binding activity; Q9XUB2; MEX-5/FITC-TCR2 RNA binding, fluorescence polarization; stronger effect = lower value; activity score (negative = inhibition of binding), % at 10 µM; 300,000 tested, 0.38% active;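 active = inhibition past about -25% in most replicates, and total fluorescence under double the plate's negative control median, limit read from the data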;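 also: 0% = DMSO and -100% = 5 µM competing unlabeled TCR2 RNA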
TPT1 inhibitor – inhibitors of Candida albicans tRNA 2'-phosphotransferase TPT1; recombinant caTPT1, FP RNA substrate dephosphorylation; inhibition, % at 5 µM; 300,000 tested, 0.81% active; AID 1962;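 active = inhibition above the mean of all tested compounds plus 3 SD, set per screening campaign, cut at about 24% in these data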;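 also: plate controls were DMSO alone for no effect and ferristatin control at 100 nM for full effect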
PAD4 FP inh – blocks human protein arginine deiminase 4 | Q9UM07 | recombinant PAD4, RCA probe fluorescence polarization | inhibition, % at 6.36 µM | 330,000 tested, 0.41% active | AID 485272;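 active = percent inhibition above a cutoff equal to the mean of all tested compounds plus 3 SD, cut at about 15% in these data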;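 also: 0% = PAD4 with RCA probe and DMSO and 100% = probe without PAD4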
Bcl-xL primary – Bcl-xL (human) inhibition; Q07817; inhibition, % at 10.9 µM; 320,000 tested, 0.7% active; GST-Bcl-xL / FITC-Bim BH3 peptide fluorescence polarization;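 active = inhibition above the mean of all tested compounds plus 3 SD, cutoff set per campaign, cut at about 30% in these data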;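 also: 0% = DMSO wells and 100% = unlabeled Bim-BH3 peptide competitor; inhibitors lower millipolarization by displacing the labeled peptide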
Target sequence (Q07817 whole entry, looked up): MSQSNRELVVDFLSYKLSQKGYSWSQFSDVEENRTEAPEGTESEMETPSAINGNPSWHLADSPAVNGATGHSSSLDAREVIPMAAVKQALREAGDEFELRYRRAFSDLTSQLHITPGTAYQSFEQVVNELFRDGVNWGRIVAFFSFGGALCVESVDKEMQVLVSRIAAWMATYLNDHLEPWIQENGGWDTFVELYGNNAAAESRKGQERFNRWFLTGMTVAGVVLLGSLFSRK
GSTO1 inh – blocks human GSTO1 in RBBP9 counter-screen | recombinant GSTO1, activity-based probe fluorescence polarization | inhibition, % at 5.96 µM | 300,000 tested, 1.1% active;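 active = inhibition above the campaign mean inhibition plus 3 SD, cut at about 35% in these data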;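 also: 0% = GSTO1-1 with DMSO and 100% = wells lacking GSTO1-1 enzyme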
Target sequence (P78417 whole entry, looked up): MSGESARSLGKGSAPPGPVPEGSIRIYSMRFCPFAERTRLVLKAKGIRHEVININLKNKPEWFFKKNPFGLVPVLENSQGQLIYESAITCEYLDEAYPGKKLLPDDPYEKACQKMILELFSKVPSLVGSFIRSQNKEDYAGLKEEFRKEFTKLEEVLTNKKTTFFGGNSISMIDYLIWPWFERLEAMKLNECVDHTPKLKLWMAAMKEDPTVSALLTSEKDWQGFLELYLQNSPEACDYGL
GLD-1 RNA inh – GLD-1-TGE RNA interaction inhibition (C. elegans). Q17339. purified GLD-1 + fluorescein TGE RNA, fluorescence polarization. inhibition, % at 5.96 µM. 320,000 tested, 0.44% active;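 active = percent inhibition above a per-plate cutoff, the plate mean of test compounds plus 3 SD, cut at about 30% in these data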;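 also: 0% = DMSO wells with GLD-1 and probe and 100% = wells lacking GLD-1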
Fam108B inh – Fam108B inhibition, counter-screen for RBBP9 inhibitors; recombinant Fam108B, FP-Rh probe fluorescence polarization; inhibition, % at 9.51 µM; 300,000 tested, 0.33% active;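 active = inhibition above the screen mean inhibition plus 3 SD, computed separately per campaign, cut at about 18% in these data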;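 also: inhibitors lower polarization as less probe binds the enzyme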
PME-1 inh – blocks human protein phosphatase methylesterase 1; inhibition, % at 5.9 µM; Q9Y570; recombinant PME-1, FP-Rh probe fluorescence polarization; 320,000 tested, 0.53% active;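 active = inhibition above the campaign mean of all compounds plus 3 SD, cut at about 26% in these data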;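 also: competitive labeling of PME-1 active site by serine hydrolase directed probe; 0% = PME-1 with DMSO and 100% = wells lacking PME-1 enzyme; inhibitors block probe labeling so polarization falls and inhibition rises; many of its hits are not listed in these tables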
Target sequence (Q9Y570 whole entry, looked up): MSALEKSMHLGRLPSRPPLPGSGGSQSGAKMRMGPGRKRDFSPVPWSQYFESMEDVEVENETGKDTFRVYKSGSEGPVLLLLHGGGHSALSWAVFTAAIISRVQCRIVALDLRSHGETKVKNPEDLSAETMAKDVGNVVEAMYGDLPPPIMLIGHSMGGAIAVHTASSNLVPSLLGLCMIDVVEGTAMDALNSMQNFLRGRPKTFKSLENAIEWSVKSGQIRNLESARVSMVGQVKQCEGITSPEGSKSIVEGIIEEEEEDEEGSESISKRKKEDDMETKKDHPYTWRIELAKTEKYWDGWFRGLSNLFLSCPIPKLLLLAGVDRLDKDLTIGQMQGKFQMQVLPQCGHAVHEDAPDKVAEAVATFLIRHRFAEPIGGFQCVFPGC
* marks the source's active call; other numbers are inactive results; x = not tested or not shown. The list is partial. The share of hits here may be higher or lower than overall.

SMILES,MCL1-BIM inh,MEX-5 binding,TPT1 inhibitor,PAD4 FP inh,Bcl-xL primary,GSTO1 inh,GLD-1 RNA inh,Fam108B inh,PME-1 inh
COC(=O)c1ccc2c(c1)C(=O)/C(=C/c1ccc(C)cc1)O2,0,-0.4,0,1,-1,4,4,5,-3
COc1cc([N+](=O)[O-])cc(/C=N/NC(=O)c2ccc(C)nc2)c1O,14,-5.5,9,1,-1,10,-3,3,1
COc1cc(OC)nc(Oc2ccccc2C(=O)Oc2cccc(C)c2)n1,-4,2.2,-1,3,0,0,6,3,-2
O=S(=O)(Nc1ccncc1Cl)c1cccc(Cl)c1Cl,6,x,3,-2,6,6,2,-3,2
CC(O)[C@H]1CNC(=O)C(=O)N1CCc1cc(C(F)(F)F)cc(C(F)(F)F)c1 (some centres not stated),-2,0.6,1,2,3,-1,16,-1,3
CCCc1ccc2oc(C(=O)N3CCC(O)CC3)c(C)c2c1,-1,-3.8,-1,0,-1,3,-1,1,-2
COc1cccc(C(=O)OCCN2CCOCC2)c1,5,1.8,-1,5,4,-2,-9,2,-3
O=C(CCCCCNc1nc(=S)[nH]c2ccccc12)N1CCN(c2ccccn2)CC1,8,x,-3,0,7,2,3,2,3
Cc1nc(COc2ccccc2Cl)sc1-c1ccnc(N)n1,9,1.7,0,0,6,-1,3,-3,-3
N#C/C(=C/c1ccc(-c2ccccc2[N+](=O)[O-])o1)C(=O)NCCN1CCCCC1,7,0.8,-1,-3,5,2,-1,7,7
COCCNC(=O)C(OC(=O)c1nsc(Cl)c1Cl)C(C)C (configuration not stated),4,-3.8,-2,0,4,0,5,0,0
Cc1ccc(C(=O)N/N=C\c2cccs2)cn1,-4,1.9,1,-1,-2,-3,-6,5,2
O=C(Nc1ccc2nc3n(c(=O)c2c1)CCCCC3)c1ccccc1Cl,4,0.9,-3,-3,6,0,4,4,0
COc1ccc(C(C)=O)cc1COC(=O)c1cc(C)oc1C,2,0.1,-3,-5,4,1,-3,1,3
CCOCCCNC(=O)CN1C(=O)COc2ccc(S(=O)(=O)N3CCOCC3)cc21,-7,2.0,-4,2,0,4,9,2,-5

Further compounds:
SMILES,MCL1-BIM inh,MEX-5 binding,TPT1 inhibitor,PAD4 FP inh,Bcl-xL primary,GSTO1 inh,GLD-1 RNA inh,Fam108B inh,PME-1 inh
CCC(C)CCN1C(N(C)C)=NC[C@@H]1Cc1ccccc1 (some centres not stated),5,x,1,-1,8,-2,6,0,-1
Cc1ccc(CNc2nc3c([nH]2)c(=O)n(C)c(=O)n3C)cc1,-7,1.1,0,1,-2,-2,8,1,-5
COc1ccccc1N(CN1CCCC1=O)C(=O)COc1ccccc1,-4,-1.9,3,1,1,0,3,3,-8
CC(=O)n1cc([C@@H]2C=C(C(=O)N3CCN(Cc4ccc5c(c4)OCO5)CC3)O[C@H](OCCCCO)C2)c2ccccc21,9,1.0,0,-3,1,5,10,-1,2
O=C(Nc1ccc(S(=O)(=O)N2CCOCC2)cc1)C1CC(=O)N(c2ccc(F)cc2)C1 (configuration not stated),-2,2.6,-3,4,2,11,1,-2,4
O=C(CSc1nc(-c2ccccc2)nc2c1CCCC2)N1CCOCC1,0,0.7,56*,-2,-2,2,-3,1,0
CCN1CCc2c(OCc3ccc(C)cc3)cccc2C1=O,1,x,-1,-4,4,6,1,4,4
O=C(Nc1ccc(N2CCCC2)c(Cl)c1)c1cccnc1,1,-0.7,16,-6,8,-8,-19,9,-1
COc1ccc(CNC2CCCc3ccccc32)cc1OC (configuration not stated),-3,x,3,-3,-1,-8,3,-1,0
COc1ccc(OCCNC(=O)C(c2ccccc2)c2ccccc2)cc1,-2,0.4,0,-5,6,-1,0,-1,5
COc1ccc(N2CCN(CC(=O)Nc3nc(C)cs3)CC2)cc1,21,-0.6,-7,0,14,12,2,4,-1
CCCOP(=O)(OCCC)C(NC(=O)C(C)(C)C)c1ccccc1 (configuration not stated),1,3.6,-1,-1,1,1,7,-2,3
COc1ccc(C)cc1-n1nnnc1SCC(=O)NC(=O)NCc1ccco1,2,-1.0,0,-2,-4,-6,-2,2,-12
CCCCN(C(=O)c1ccc(COc2ccccc2)o1)c1c(N)n(CC(C)C)c(=O)[nH]c1=O,1,x,x,1,2,x,7,x,0
COc1ccc(N2CCN(C(=O)CCN3C(=O)C4C5C=CC(C5)C4C3=O)CC2)cc1 (configuration not stated),-2,-2.2,0,-2,5,-1,2,0,-1

Continuation.
SMILES,MCL1-BIM inh,MEX-5 binding,TPT1 inhibitor,PAD4 FP inh,Bcl-xL primary,GSTO1 inh,GLD-1 RNA inh,Fam108B inh,PME-1 inh
O=C(O)CC1(O)C(=O)N(Cc2ccccc2)c2ccccc21 (configuration not stated),-11,3.6,-3,-12,-18,-2,-15,-8,-6
CCOc1ccc(NS(=O)(=O)c2ccc(OCC(=O)NCCCOC)cc2)cc1,8,-0.6,-1,7,6,6,5,-2,3
CCc1ccc(NC(=O)c2ccccc2NC(=O)C2CCCO2)cc1 (configuration not stated),8,1.8,1,-2,2,4,0,0,1
CN(CCC#N)C(=O)COC(=O)/C=C/c1ccc2c(c1)OCO2,1,0.4,-1,1,4,-5,-2,3,-1
Cc1ccc(Cn2cnc3c(cnn3-c3ccc(F)cc3)c2=O)cc1,-3,1.1,-3,-4,-2,-2,-1,0,-3
Cc1nc(N/N=C/c2ccc(O)cc2)c2cnn(-c3ccccc3)c2n1,-5,0.9,0,-1,5,-14,4,9,18
Cc1nnc(SCC(=O)Nc2ccccc2C(=O)NC2CC2)s1,-6,-2.4,-5,-1,-1,-3,4,6,0
CCCCNS(=O)(=O)c1ccc2nc(SCC(=O)c3ccccc3OC)[nH]c2c1,-6,-1.9,3,-4,0,-19,4,0,-20
O=C(Oc1c(CN2CCOCC2)cc(Cl)c2cccnc12)c1ccccc1F,7,-1.5,2,0,6,9,-10,-1,-5
O=C(/C=C/NNC(=O)c1ccc(Br)cc1)c1ccccc1,9,0.3,4,-5,3,10,0,4,3
CCN(C(=O)c1cc2c(=O)n3ccccc3nc2n1CCCOC)C1CCCCC1,-5,-2.3,3,-4,-2,1,-8,-1,3
Cc1ccc(S(=O)(=O)N2CCCOC2CNC(=O)C(=O)NCCN2CCOCC2)cc1 (configuration not stated),-2,0.7,2,-2,1,3,3,2,2
Cc1ccc(N2CC(C(=O)Nc3cccnc3)CC2=O)cc1Cl (configuration not stated),1,-2.4,0,-10,-1,-7,-4,1,-2
O=C(NCC(=O)N1CCC(N2CCCCC2)CC1)C1CCCCC1,1,1.5,1,4,5,-2,8,-3,-2
O=S(=O)(c1ccccc1)N1CCN(S(=O)(=O)N2CCCCCC2)CC1,0,-1.7,2,-3,2,1,8,1,5

Additional records
SMILES,MCL1-BIM inh,MEX-5 binding,TPT1 inhibitor,PAD4 FP inh,Bcl-xL primary,GSTO1 inh,GLD-1 RNA inh,Fam108B inh,PME-1 inh
Cn1c(=O)c2c(nc(OCCc3ccccc3)n2C)n(C)c1=O,-4,-0.1,-1,3,0,3,3,6,6
CC(C(=O)Nc1ccc(F)c(F)c1)N1CCN(C)CC1 (configuration not stated),12,-1.1,-1,6,0,11,-4,4,-1
FC(F)(F)c1cccc(-c2noc(CN3CCOCC3)n2)c1,-2,0.8,3,-3,-2,-3,5,-2,-1
O=C(c1cccc2c1C(=O)N(Cc1cccnc1)C2)N1CCN(c2ccccc2)CC1,-4,0.2,1,1,2,-1,3,1,-3
CC1CCN(CC(CS(=O)(=O)c2ccc([N+](=O)[O-])cc2)N2CCC(C)CC2)CC1 (configuration not stated),-1,-0.4,0,5,-2,3,0,3,2
O=S(=O)(NCCCCCNS(=O)(=O)c1ccc(F)cc1)c1ccc(F)cc1,-4,0.2,-2,2,1,26,11,-2,-3
COc1ccc2nc(NC(=O)C3CC(=O)N(c4ccccc4)C3)sc2c1 (configuration not stated),-3,-2.1,2,-3,0,-2,5,-2,-4
O=C(O)Cn1ccc2cc(S(=O)(=O)N3CCCCCC3)ccc21,5,0.9,1,0,5,-3,-7,-3,0
CCN(c1ccccc1)S(=O)(=O)c1ccc(C(=O)Nc2nnc(C3CC3)o2)cc1,19,-0.8,-3,3,2,-10,6,7,4
CC(CC(=O)O)CC(=O)Nc1nncs1 (configuration not stated),3,-3.6,-3,-2,5,1,10,1,0
COCCN1CCC(CNCc2c(C(=O)N3CCCCC3)nc3c(C)cccn23)C1 (configuration not stated),18,-49*,-6,-4,24,-7,17,-1,2
CC1CCCN(C(=O)CCNS(=O)(=O)c2ccc3c(c2)c(=O)n(C)c(=O)n3C)C1 (configuration not stated),1,-1.0,0,7,1,1,-3,4,-2
CCOC(CNC(=O)c1ccc2c(c1)ncn2-c1cccc(F)c1)OCC,6,2.8,1,-4,7,0,-2,1,-2
CCc1nnc(NC(=O)CSc2nc(-c3ccccc3)cc(-c3ccc(OC)cc3)c2C#N)s1,-13,0.0,5,3,-7,-1,-5,-1,-3
Cc1c(Cl)c([N+](=O)[O-])nn1CC(=O)NC(C)c1ccccc1 (configuration not stated),-2,-0.1,0,2,2,-6,8,0,1

(listing goes on)
SMILES,MCL1-BIM inh,MEX-5 binding,TPT1 inhibitor,PAD4 FP inh,Bcl-xL primary,GSTO1 inh,GLD-1 RNA inh,Fam108B inh,PME-1 inh
CCOc1ccc(C(C)NC(=O)CN2C(=O)NC3(CCCCC3)C2=O)cc1OCC (configuration not stated),-1,x,x,-4,1,x,1,x,6
COc1ccc2nc(NC(=O)c3cc(C)oc3C)sc2c1,1,0.3,2,-4,-2,1,-2,-4,-1
COC(=O)c1ccc(C2C(Oc3ccccc3C)C(=O)N2CCc2ccc(OC)c(OC)c2)cc1 (configuration not stated),5,2.2,0,0,7,10,-2,-3,6
CCOc1ccc(C(=O)NCC(=O)NCC(c2ccc(OC)cc2)N2CCOCC2)cc1OCC (configuration not stated),11,0.9,-2,-2,8,0,3,1,2
COC(=O)/C=C/CSC1=N/C(=C/c2ccc(-n3cncn3)cc2)C(=O)N1,3,-4.1,0,4,4,-4,1,-1,-2
CCC(Cc1ccccc1)NS(=O)(=O)c1csc(C(N)=O)c1 (configuration not stated),1,2.7,0,-3,0,-2,3,1,11

Compound activity as filed in PubChem BioAssay.
